# Screens (PubChem BioAssay)
# NCI-60 one-dose screen, 48 h, at 10 µM unless noted. Numbers give growth in % (100 = growth as untreated, 0 = no growth, -100 = all killed).
# HL-60(TB): HL-60(TB) leukemia cells. hit rate 9% among 78,000; active = growth percent below 10
# Starred values were filed as active, the others as inactive; & = joins results of further samples; [ ] = remark or other dose.
SMILES,HL-60(TB)
Cn1c(=O)[nH]c2nc(SC/C(=N/O)c3ccc([N+](=O)[O-])cc3)[nH]c2c1=O,91.8
Cc1cccc2nc3c(n12)C(=O)C(=O)c1ccccc1-3,77.4
NC(=O)c1c(Nc2ccc(Cl)cc2)nn2c(-c3ccc(Cl)cc3)c(-c3nc4ccccc4s3)c(N)nc12,87.4
O=C(O)CC(Br)Br,96.0
O=c1c2cccnc2nc(-c2ccc(F)cc2)n1-c1ccc(S(=O)(=O)Nc2ncccn2)cc1,105.6
CCOC(=O)C1=C(Nc2ccc(Cl)c(C(F)(F)F)c2)C(=O)OC12C(=O)Nc1ccccc12 (stereo not drawn),83.1
CC(C)(C)c1ccc(O)c(N)c1,89.3
CCN(CC)CCSc1nc2ccccc2n1C,89.7
O=S(=O)(c1ccccc1)N1CCN(S(=O)(=O)c2ccccc2)CC1,62.9
NC(CC(N)C(=O)O)C(=O)O (stereo not drawn),110.4

# A portion taken from the entries so far, as a working copy:
SMILES,HL-60(TB)
Cn1c(=O)[nH]c2nc(SC/C(=N/O)c3ccc([N+](=O)[O-])cc3)[nH]c2c1=O,91.8
Cc1cccc2nc3c(n12)C(=O)C(=O)c1ccccc1-3,77.4
NC(=O)c1c(Nc2ccc(Cl)cc2)nn2c(-c3ccc(Cl)cc3)c(-c3nc4ccccc4s3)c(N)nc12,87.4

# New compounds follow:
SMILES,HL-60(TB)
Cc1ccc(S(=O)(=O)c2c(COC(=O)c3cccc(C)c3)c(-c3ccccc3)nn2C)cc1,30.2
COc1cc2c(c(OC)c1OC)C1(CCCO1)c1cccc(OC)c1-2 (stereo not drawn),110.1
CC(C)CNCC(=O)Nc1ccc(Cc2ccc(NC(=O)CNCC(C)C)cc2)cc1,38.0
CSc1ncc(Br)c(Nc2ccc(Cl)c(Cl)c2)n1,251.3
O=C(O)c1c(=O)cccc2ssc12,-9.5*
Clc1ccc(N2CCN(Cc3ccccc3)CC2)cc1,100.3
CC1CN(C(=O)c2ccccc2)CC/C1=N\O (stereo not drawn),102.7
Cc1cc(C#Cc2ccccc2)ccc1-n1c(/C=C/c2ccc(O)cc2)nc2ccccc2c1=O,28.8
CC(CC(C#N)N(C)c1ccccc1)CC(C)(C)C (stereo not drawn),106.2
CCOC(=O)CC[C@H](NC(=O)c1ccc(N)c2ccccc12)C(=O)OCC,70.7
COc1cc2cc3c(nc2cc1OC)CCN3Cc1ccc(NC(=O)c2ccccc2I)cc1,95.5
Nc1nc(NC2CCCC2)cc(=O)[nH]1,110.2
Cc1cc(Nc2ncn[nH]2)n2ncnc2n1,92.9
COC(=O)[C@@H](NC(=O)c1cccc(-c2cc(=O)c3c(OC)c(OC)c(OC)cc3o2)c1)C(C)C,113.7
Cc1ccc(-c2cc(-c3ccc(C)cc3)nc(NCCNc3ccnc4cc(Cl)ccc34)n2)cc1,-44.6*
Cc1ccc(-n2nnc(C(=O)NCC(=O)Nc3ccccc3)c2C)cc1,99.6
Cc1nc2ccc(Br)cn2c1-c1nnc(SCc2ccc(F)cc2)o1,93.3
CCCCCC(=O)P(=O)(OCC)OCC,99.0
O=C(O)C#Cc1ccccc1[N+](=O)[O-],104.8
CC(CO)CC(=O)c1c2c(c3oc(=O)cc(-c4ccccc4)c3c1O)C=CC(C)(C)O2 (stereo not drawn),96.2
ClCCN(CCCl)c1nc(Cl)c(C2CC(c3ccccc3)=NN2c2cc(Cl)cc(Cl)c2)s1 (stereo not drawn),104.6
Cc1ccc2c(C(C[N+](=O)[O-])c3cccs3)c(-c3ccccc3)[nH]c2c1 (stereo not drawn),0.4*
NS(=O)(=O)c1ccc(CCn2c(SCC(=O)N/N=C/c3cccc(O)c3)nc3ccccc3c2=O)cc1,99.1
O=S1(=O)OCCOS(=O)(=O)C1Cc1ccccc1,102.8
CCC1CN1P(=O)(Oc1ccc(Cl)cc1)N1CC1CC (stereo not drawn),53.9
c1cnc2nc3[nH]c4ccccc4c3nc2c1,60.9
CCCCC1(/C=N/NC(N)=O)NC(=O)NC1=O (stereo not drawn),90.9
COc1ccc(C(=O)c2ccc([N+](=O)[O-])cc2)c(OC)c1OC,90.6
Cc1ccc2sc3ncc(-c4ccc(Br)cc4)n3c2c1,96.9
CC(C)C[C@H]1C=C[C@@H](CC(C)C)N(Cc2ccccc2)S(=O)(=O)N1Cc1ccccc1,88.5[3.75 µM]
CCCCSCN1CCN(c2ccc(Cl)cc2)CC1,149.8
Cc1cc2c(C(C)C)c(O)c(O)c(C(=O)C(=O)NC(C)(C)C)c2c(O)c1-c1c(C)cc2c(C(C)C)c(O)c(O)c(C(=O)C(=O)NC(C)(C)C)c2c1O,102.6
CCOC(=O)c1c2c(n3ccc(C)cc13)C(=O)c1ccccc1C2=O,76.1
CCOC(=O)c1cc(-c2ccc(Cl)cc2)[nH]c1NNC(=O)Cc1ccc(OC)cc1,80.5
COc1ccc(-c2cc(-c3cc(OC)ccc3O)[nH]c(=O)c2C#N)cc1,16.9
C=CCOc1ccc2c(c1)CC=C1[C@@H]2CC[C@]2(C)C(=O)/C(=N/O)C[C@@H]12,22.7
C=C1CC2(OC1=O)C(=O)N(CCCCCCCCCCCCN1C(=O)C3(CC(=C)C(=O)O3)c3ccccc31)c1ccccc12 (stereo not drawn),45.5
CCC(=O)c1ccc(O)cc1,65.3&95.3&98.7
O=C(Nc1ccccc1O)c1ccc(CNc2ccnc(C(F)(F)F)c2)cc1,-32.9*
N#C/C(=C\c1cc(Cl)cc(Cl)c1O)c1nc2ccccc2[nH]1,98.5
O=c1[nH]nc2c(Cc3ccccc3)nc3ccccc3n12,101.0
COc1ccc(NC(=O)CN2CCN(c3nc(-c4ccc(C)cc4)nc4ccccc34)CC2)cc1,98.1
O=S(=O)(NCC[C@@H]1C[C@H]1c1ccc2ccccc2c1)c1ccc(C(F)(F)F)cc1,96.5
O=P(Nc1ccccc1)(Nc1ccccc1)c1ccccc1,99.1
Cc1c(C(=O)NO)sc2ncnc(Nc3ccc(NC(=O)Nc4ccccc4)cc3)c12,102.2
CN(C)c1ccc(C(N)C(=O)O)cc1 (stereo not drawn),88.0
CCCCCCCCCCC1CCP(=O)(OC)OC(C)=C1C(=O)OC (stereo not drawn),23.3
COc1ccc(OCC(=O)O)cc1,99.3&110.1
O=[N+]([O-])c1cccc(C(O)P(=O)(OCCCl)OCCCl)c1 (stereo not drawn),102.3
COc1ccc(-c2cc(C(=O)N=Nc3c(O)[nH]c4ccc(Cl)cc34)no2)cc1,92.1
# Later entries:
SMILES,HL-60(TB)
Cc1ccc(-c2nc(C#N)c(S(=O)(=O)N(C)C)o2)cc1,0.8*
CCCCCCNC(=O)Nc1ccc2cc3ccc(NC(=O)NCCCCCC)cc3nc2c1,-49.0*
O=C1C(Cl)=C(NCc2ccc(Cl)cc2)C(=O)N1Cc1ccc(Cl)cc1,81.4
CC(=O)c1nn(-c2ccc(Cl)cc2)/c(=N\N=C\c2coc3ccccc3c2=O)s1,109.5
CCOC(=O)C1=C(CSC(=S)NC2CCCCC2)N(C)C(=O)NC1c1ccc2c(c1)OCO2 (stereo not drawn),107.2
NC(=O)CCC(C(=O)O)N1C(=O)C2C3CCC(C3)C2C1=O (stereo not drawn),85.7
CCOC(=O)C(CC)(CCc1ccccc1[N+](=O)[O-])C(=O)OCC,91.7
C=C[C@@H]1C[C@H](O)Cc2cc(F)ccc2N1,-2.6*
CC1(CCc2ccccc2)NC(=O)NC1=O (stereo not drawn),86.9&103.1
CN1C(=O)CCC1=O,82.2
O=C(O)C1[O][Sb][O]C1C(=O)O (stereo not drawn),91.1
Cn1c(=O)c2c(ncn2Cc2ccc(O)c([N+](=O)[O-])c2)n(C)c1=O,104.9
COc1ccc2c(c1)/C(=C/c1c(-c3cc(OC)c(OC)c(OC)c3)nc3sc(C)cn13)C(=O)N2,74.5
COc1cc(/C=C/C(=O)N2CCN(C(=O)/C=C/c3cccc(OC(F)(F)F)c3)CC2)cc(OC)c1OC,68.8
COc1ccc2c(c1)CC(O)CC1C(=O)NN=CN21 (stereo not drawn),98.1
Cc1ccc2nc(NC(=O)CSc3nc(Oc4ccccc4)c(C#N)c(-c4ccccc4)n3)sc2c1,94.4
Cc1noc(C)c1CSc1nc2ccccc2n1C,127.9
COc1ccc(/C=C(/c2cc(OC)c(OC)c(OC)c2)c2nnc(-c3cc(OC)c(OC)c(OC)c3)o2)cc1,83.3
C[N+](C)(C)CCOC(=O)c1cccc(OCc2ccccc2)c1,112.8
Cc1nc2ccccc2n1CC1NC(=O)NC1=O (stereo not drawn),95.1
C=C(C)[C@@H]1CC[C@]2(C)CC[C@]3(C)[C@H](CC[C@@H]4[C@@]5(C)CCCNC(C)(C)[C@@H]5CC[C@]43C)[C@@H]12,35.7
CCN(CC)C(=O)NCN1C(=O)c2cccc3cccc(c23)C1=O,103.9
COC(=O)NNC(=O)OC,100.7
CCc1c([N+](=O)[O-])cc2c(c1[N+](=O)[O-])C(C)(CC)CCC2(C)CC (stereo not drawn),88.9
CC(=O)N1N=C(c2ccc(Cl)cc2)CC1c1sc(N(C)Cc2ccccc2)nc1Cl (stereo not drawn),92.3
CC12CCCC=C1NC(Br)=C(C#N)C2(C#N)C#N (stereo not drawn),50.3
N#Cc1c2c([nH]c(=O)c1C(N)=O)CCCC2,102.6
CC(C)Oc1cccc(O)c1,65.5
C#CCN(C)CCCOc1ccc(Cl)cc1Cl,100.5
COc1cc(OC)c(OC)cc1/C=C/C(=O)c1ccc(B(O)O)cc1,63.2
Cn1ccnc1C(=O)/C=C/c1ccc(CC(=O)Nc2cc(C(F)(F)F)cc(C(F)(F)F)c2)cc1,16.1
O=c1[nH]nc(-c2cc(Cl)ccc2Cl)c(=O)[nH]1,103.3
N/C(=N\c1nc2ccccc2s1)NC(=O)Nc1cccc(Cl)c1,3.4*
O=C(CCN1C(=O)/C(=C/c2ccccc2)SC1=S)Nc1ncc(Cc2ccc(Cl)cc2)s1,100.6
Cc1cccc(C(=O)c2cccc(Cl)c2)c1O,98.1
COC(=O)c1ccc(C(=O)Nc2ccc(-c3cc(=O)c4c(OC)c(OC)c(OC)cc4o3)cc2)cc1,97.9
CCOC(=O)C1=C(C)N2C(=NC3=C(CCCC/C3=C\c3ccc(Cl)cc3)C2c2ccc(Cl)cc2)S1 (stereo not drawn),94.6
COc1ccc(Cn2cc(C#N)c(N)c2C(=O)c2ccc(Br)cc2)cc1,50.0
COc1ccc(S(=O)(=O)NCCNc2nccc(-c3c(-c4cccc(OC)c4)nc4sccn34)n2)cc1,158.6
C/C(C=O)=C/c1ccccc1,113.5
N#Cc1cccc(CN2CCC3=C(C2)C(=O)N(Cc2ccc(Cl)cc2)C2=NCCN23)c1,16.2
CSc1n[nH]c(-c2cccs2)n1,105.8
Cc1cc(-c2ccc(N=Nc3cc(S(=O)(=O)O)c4ccccc4c3N)c(C)c2)ccc1N=Nc1cc(S(=O)(=O)O)c2ccccc2c1N,103.8
CC1CN=C(c2ccc(NC(=O)c3ccc(C(=O)Nc4ccc(C5=NCC(C)N5)cc4)c(N)c3)cc2)N1 (stereo not drawn),109.4
CN1CCN(CCN2N=C3c4ccsc4CCCC3CC2=O)CC1 (stereo not drawn),99.1
CCN(CC)CC(O)c1cc(-c2ccc(Cl)cc2)nc2cc(Cl)ccc12 (stereo not drawn),17.9
COc1ccc(S(=O)(=O)N(C)c2oc(-c3ccc(Cl)cc3)nc2C#N)cc1,63.9
COc1ccc2nc3cc(Cl)ccc3c(N)c2c1,-71.6*
CN1C2CCC1/C(=C\c1ccc(F)cc1)C(=O)/C2=C/c1ccc(F)cc1,12.1
C[C@]12CC[C@@H]3c4ccc(O)cc4CC[C@H]3[C@@H]1CC[C@@H]2NS(=O)(=O)c1ccc(Br)cc1,26.6

# Retrieved by compound from above (four):
SMILES,HL-60(TB)
COc1ccc2nc3cc(Cl)ccc3c(N)c2c1,-71.6*
CCN(CC)CC(O)c1cc(-c2ccc(Cl)cc2)nc2cc(Cl)ccc12 (stereo not drawn),17.9
CSc1n[nH]c(-c2cccs2)n1,105.8
COc1ccc(S(=O)(=O)N(C)c2oc(-c3ccc(Cl)cc3)nc2C#N)cc1,63.9

# Entries from the list above that have two or more sulfur atoms, in the order listed:
SMILES,HL-60(TB)
O=S(=O)(c1ccccc1)N1CCN(S(=O)(=O)c2ccccc2)CC1,62.9
O=C(O)c1c(=O)cccc2ssc12,-9.5*
NS(=O)(=O)c1ccc(CCn2c(SCC(=O)N/N=C/c3cccc(O)c3)nc3ccccc3c2=O)cc1,99.1
O=S1(=O)OCCOS(=O)(=O)C1Cc1ccccc1,102.8
CCOC(=O)C1=C(CSC(=S)NC2CCCCC2)N(C)C(=O)NC1c1ccc2c(c1)OCO2 (stereo not drawn),107.2
Cc1ccc2nc(NC(=O)CSc3nc(Oc4ccccc4)c(C#N)c(-c4ccccc4)n3)sc2c1,94.4
O=C(CCN1C(=O)/C(=C/c2ccccc2)SC1=S)Nc1ncc(Cc2ccc(Cl)cc2)s1,100.6
COc1ccc(S(=O)(=O)NCCNc2nccc(-c3c(-c4cccc(OC)c4)nc4sccn34)n2)cc1,158.6
CSc1n[nH]c(-c2cccs2)n1,105.8
Cc1cc(-c2ccc(N=Nc3cc(S(=O)(=O)O)c4ccccc4c3N)c(C)c2)ccc1N=Nc1cc(S(=O)(=O)O)c2ccccc2c1N,103.8

# New compounds follow.
SMILES,HL-60(TB)
O=C(O)c1cccc2c1-c1ccc(Cl)cc1C2,78.1
O=C(Nc1ccc(F)cc1)Nc1ccc(Br)c(C(F)(F)F)c1,-41.9*
C[C@]12CC[C@@H]3C4=C(CC[C@H]3[C@@H]1CC[C@@H]2O)CC(=O)CC4,99.5
Oc1ccc(/C=C/c2ccccc2)cc1,34.1
COc1ccc(C(=O)N2CCCC2=O)cc1,102.7
Clc1ccc(-c2nc3ccccc3s2)c(Cl)c1,93.1
Cc1nc(Nc2nc3ccccc3s2)nc(-c2ccccc2)c1C(=O)Nc1ncccn1,95.6
Fc1cc(-c2nnc3sc(COc4ccc(Cl)cc4)nn23)c(Cl)cc1Cl,125.1
CCOC(=O)c1c(C)nc2c(c1N)/C(=C/c1ccc[nH]1)C(=O)N2Cc1ccc(C(F)(F)F)cc1,96.7
O=C(O)[C@H](O)[C@@H](O)C(=O)O,100.4
CCCCOC(=O)Oc1ccc(Cl)cc1,86.8
CCCCCCc1cn(C(C)c2ccc(OC)c(OC3CCCCC3)c2)nn1 (stereo not drawn),99.6
CCOC(=O)C(O)c1ccccc1 (stereo not drawn),102.2
O=C(CN1N=C(c2ccc(F)cc2)CCC1=O)Nc1nc2ccccc2s1,8.9*
CC(C)(C)c1ccc(C(=O)Nc2sc3c(c2C(N)=O)CCC(O)C3)cc1 (stereo not drawn),37.2

# This is a subset, so the mix of outcomes need not match the whole.
